# PABP1 MLLE inh: inhibitors of microRNA-mediated deadenylation, human PABP1 MLLE binding. P11940. GST-MLLE / FITC-PAM2 fluorescence polarization. inhibition, % at 20 µM. actives 0.36% (n = 360,000). AID 588489; in the data active means inhibition above about 35%, passing the limit was not always enough;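 further: plate controls were DMSO wells with GST-MLLE for no effect and wells lacking GST-MLLE protein for full effect; some results filed as inactive read as strong as hits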
# MsrA inhibitor: bovine MsrA inhibition; actives 0.75% (n = 360,000); purified bovine MsrA, absorbance read-out; inhibition, % at 15.5 µM; in the data active means inhibition above about 4.5%;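 further: 0% = vehicle wells with enzyme and 100% = reference inhibitor wells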
# CSN deneddyl inh: inhibitors of human CSN-mediated cullin deneddylation. Purified CSN, SCF-Nedd8-OG deneddylation, fluorescence polarization. inhibition, % at 12.5 µM. actives 0.38% (n = 360,000);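 active means pattern-corrected inhibition above about 35%, with an unprinted fluorescence ratio check between 0.5 and 1.5, limit read from the data, passing the limit was not always enough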;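 further: 0% = enzyme with substrate and 100% = substrate without enzyme; some results filed as inactive read as strong as hits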
#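 Assay system: purified human Csn5 enzyme expressed in HEK293T cells; measure: % inhibition; also added: SCFSkp2-Nedd8OG substrate at 10 nM final; technique: fluorescence polarization; times: reaction 90 min, room temperature; medium: Tris buffer pH 7.5, NaCl, DTT, Tween-20, trehalose, ovalbumin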
# MT1-MMP act inh: blocks activation of human MT1-MMP; P50281; HT1080 RFP-PRO-GFP cells, GFP/RFP ratio fluorescence, overnight; percent of plate control window, DMSO zero; GFP/RFP ratio change, % at 20 µM; actives 0.061% (n = 360,000);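 active means GFP/RFP ratio change of at least 30% with cell ATP level not reduced by more than half and red fluorescence within 50% of control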; further: strong numbers were not always called active
#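 Compound: 20 µM single dose, 1% DMSO / System: HT1080 RFP-PRO-GFP cells / Controls: DMSO and RFP-L50D-GFP cell wells / Read-out basis: GFP/RFP fluorescence ratio / Schedule: overnight compound exposure at 37 °C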
# Rpn11 block: Rpn11 (human) deubiquitinase inhibition | human 26S proteasome, Ub4-pepOG fluorescence polarization; 20S core pre-blocked with epoxomicin | actives 0.59% (n = 360,000) | O00487 | AID 588493 | calls only at 20 µM;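 active means inhibition at 20 µM, scaled to each plate's controls, above about 33%, limit read from the data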
# E coli Lon inh: inhibits E. coli Lon protease. P0A9M0. purified E. coli Lon protease, fluorescence polarization. inhibition, % at 7.94 µM. actives 0.42% (n = 360,000); in the data active means inhibition above about 13%, passing the limit was not always enough;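 further: 0% = enzyme with probe and DMSO and 100% = no enzyme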
# FAS TE block: FAS thioesterase (human) inhibition; recombinant FAS-TE, OMFH fluorogenic substrate, fluorescence endpoint; AID 602261; actives 0.67% (n = 360,000); inhibition, % at 15 µM; P49327;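 active means compounds whose normalised, plate-corrected inhibition of enzyme fluorescence in the single-dose primary screen is 50% or more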;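 further: 0% = DMSO with enzyme and 100% = substrate without enzyme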
# Rin1 Abl inh: blocks binding of human Rin1 to Abl; inhibition, % at 7.35 µM; actives 0.4% (n = 360,000); TR-FRET Rin1/Abl binding, biochemical; AID 588664; P00519+Q13671; in the data active means inhibition above about 5%, passing the limit was not always enough
# bovine MsrA act: bovine methionine sulfoxide reductase A activation | activation, % at 10.6 µM | actives 0.3% (n = 360,000) | purified bovine MsrA, absorbance read-out; in the data active means activation above about 7.5%;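 further: 0% = vehicle and 100% = reference activator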
# The depositor's hits bear a star; i = inactive; . = not tested or not shown; + = active, no number. An excerpt; rates above refer to the full screens.
SMILES,PABP1 MLLE inh,MsrA inhibitor,CSN deneddyl inh,MT1-MMP act inh,Rpn11 block,E coli Lon inh,FAS TE block,Rin1 Abl inh,bovine MsrA act
Cc1cc(C)c2c(c1)-c1cc(C)nn1C(c1cccnc1)N2 (centres undefined),-9,0.5,2,7,i,-8,-4,-2,-3
CCOc1ccc(N2C(=O)NC(=O)/C(=C\c3ccc(N4CCCCC4)o3)C2=O)cc1,-148,0.1,138,-129,.,-192,-14,-9,-2
COC(=O)C1=C(c2ccc(F)cc2F)C[C@@H]2CC[C@H]1N2C(=O)NCC1CC1,8,.,0,-1,i,0,-10,1,-5
O=C(N/N=C/C1C(=O)NC(=S)N(c2ccccc2)C1=O)c1cc(Br)c(O)c(Br)c1 (centres undefined),4,3.9,-4,5,i,-1,1,4,-8
O=C(Nc1cccc2ccccc12)N1CCC2(CC1)OCCO2,8,-0.2,-5,-4,i,0,-7,0,-4
O=[N+]([O-])c1ccc(N2CCCC2)c(F)c1Br,4,0.3,7,0,i,8,14,-2,-3
CCN(CC)CCN1Cc2ccccc2C1=N,14,0.4,6,2,i,-3,-12,-5,-4
CCOP(=S)(OCC)C(O)CCCCCn1c(=O)c(F)cn(C2CCCO2)c1=O (centres undefined),-5,-0.8,3,-1,i,-3,-2,4,-3
COC(=O)C1=C(c2ccc(F)cc2OCc2ccccc2)C[C@@H]2CC[C@H]1N2C(=O)NCc1cccc(C(F)(F)F)c1,5,0.6,0,-9,i,3,22,0,0
CC1=C[C@@H]2c3cccc4[nH]cc(c34)C[C@H]2N(C)C1,137,0.4,-39,-41,i,116*,-10,-8,1
O=C(c1ccccc1)c1cn(CC(=O)N2CCCC2)c2ccccc12,-3,1.8,5,-2,i,-6,-8,-1,-4
Cc1cc(Cl)ccc1C(=O)C1CCCN(C2CCSCC2)C1 (centres undefined),12,0.7,-3,-14,i,2,5,0,1
CC12CNCC(C)(CNC1)C2O (centres undefined),-9,0.0,5,3,i,-1,-8,4,-2
COc1ccc(CCn2c(O)c(/C=N/NC(=O)c3ccncc3)c(=O)[nH]c2=O)cc1OC,3,2.4,-9,2,i,-12,-4,-3,-11
Cc1cc(/C=C2\C(=O)NC(=O)N(c3ccc(Cl)cc3)C2=O)c(C)n1-c1sc2c(c1C#N)CCCC2,-56,0.8,27,-13,+,-60,6,-3,-3
CC[C@@H](CO)NC(=O)[C@@H]1C=C2c3cccc4[nH]cc(c34)C[C@H]2N(C)C1,149,0.5,-51,-47,i,45,-9,-6,2
O=C1NC(=O)C(=Cc2cccc(OCCOc3ccccc3)c2)C(=O)N1,17,-0.5,4,-1,i,-8,-2,0,-4
COc1ccc(OCC(=O)N2CCN(CC3CC4C=CC3C4)CC2)cc1 (centres undefined),4,0.0,2,6,i,0,-6,1,-3
CCC(C)n1c(O)c(C=NCCc2ccccc2)c(=O)[nH]c1=S (centres undefined),-1,4.2,1,-4,i,6,15,-1,-8
COc1ccc(Cc2c(O)[nH]c(=S)[nH]c2=O)cc1,-96,1.1,-1,-1,i,-8,-3,0,-3
Cc1cccc(NP(=O)(Oc2ccccc2F)Oc2ccccc2F)c1,8,1.9,-2,-11,i,3,33,3,-3
Cc1cccc(-n2c(-c3ccco3)nc3ccccc3c2=O)n1,4,1.3,3,1,i,6,-4,2,-4
c1ccc(N2C3C4CC(C5CCCC54)C32)cc1 (centres undefined),3,-1.3,-4,3,i,-7,8,4,0
C[C@H]1COc2cccc(N3CCN(C)CC3)c2S(=O)(=O)N1,.,1.7,4,3,.,-1,-11,.,-6
CC(Cc1cccs1)NCc1ccccc1 (centres undefined),18,-0.5,-1,4,i,-2,-7,-2,2
COc1cc(O)cc2c1cc([N+](=O)[O-])c1c(C(=O)O)cc3c(c12)OCO3,-4,1.5,3,-3,i,0,-6,-2,-2
CN(C)CP(=O)(O)CN(C)C=O,-12,0.7,-2,0,i,1,-6,-4,6
COc1ccc(C(c2nnnn2C(C)(C)C)N2CCC3(CC2)C(=O)NCN3c2ccccc2)cc1 (centres undefined),-4,-0.5,0,-1,i,1,3,5,-1
ON1C2CCCCC2N(O)C1c1ccccc1F (centres undefined),3,1.1,-5,0,i,8,-6,-2,-7
COC(=O)C1=C(c2cc3ccccc3o2)C[C@@H]2CC[C@H]1N2C(=O)NC1CCCCC1,0,0.5,-2,-3,i,-4,16,-1,-2
C1CC2OC2CC1C1CO1 (centres undefined),6,0.3,-2,-2,i,3,0,-1,-3
CN(C)C(Cc1ccccc1)C(=O)c1c[nH]c2ccccc12 (centres undefined),-7,1.3,-1,-16,i,-4,-2,-2,-2
C=CCn1c(O)c(C=NCCCOc2ccc(CC)cc2)c(=O)[nH]c1=S,-50,1.5,15,-8,i,-34,28,3,-6
c1ccc(CN2CCNCC2)nc1,4,-1.0,4,0,i,9,-3,2,-6
C=CCCC1(CC(C)C)C(=O)NC(=S)NC1=O,29,0.0,0,3,i,-2,-5,6,2
CC12CC(c3ccccc3O1)C(C(=O)OCc1ccccc1)C(=O)N2 (centres undefined),6,0.1,-7,6,i,-6,-8,6,-11
CCOP(=O)(OCC)C(NC(=O)c1cccc2ccccc12)C(Cl)(Cl)Cl (centres undefined),12,0.8,5,2,i,-5,-6,-3,-2
Fc1cccc(F)c1CN1CCN(Cc2c(F)cccc2F)CC1,2,-1.0,1,1,i,-3,-3,-2,-3
O=c1c2ccc(Cl)cc2[nH]c(=S)n1-c1cccnc1,-20,1.5,-2,0,i,-2,-2,-2,-1
C[C@]12CCC3C(CC[C@H]4C[C@@H](O)CC[C@]34C)[C@H]1C=CC2=O (some centres undefined),-4,0.3,-2,0,i,-4,-5,-2,-9
O=C(c1ccc(N2CCCCC2)c([N+](=O)[O-])c1)N1CCC2(CC1)OCCO2,0,-0.2,-3,7,i,-10,-1,-5,-6
C=COCCn1c(C)c(C(=O)OCC)c2cc(O)ccc21,-18,-0.3,-5,3,i,-1,-5,-4,1
CCOC(=O)C1(CCc2ccccc2)CCN(Cc2cccc3cnccc23)CC1,-12,2.8,7,-9,i,-11,4,1,-2
C=CCOC(=O)COc1cc(C)cc2oc(=O)c3c(c12)CCC3,-2,0.3,-3,1,i,4,12,-3,2
Cc1oc(-c2ccccc2F)nc1CS(=O)CC(=O)N1CCC2(CC1)OCCO2 (centres undefined),34,0.8,-5,-9,i,-3,-6,-4,-9
O=C1NC(=O)N(Cc2ccc(F)cc2)C(=O)/C1=C\c1ccc(N2CCCC2)cc1,-141,2.5,38*,20,.,-110,-5,-4,-3
O=c1c(C=Nc2cccnc2Cl)c(O)n(CCCCl)c(=O)n1C1CCCCC1,-107,0.2,49*,-119,.,-86,34,5,-4
CCOP(=O)(Cc1cc(C#N)oc1C)OCC,16,-0.4,-1,8,i,5,-4,-2,-1
CN1C(=O)C(=Cc2ccc(OCCN(C)c3ccccn3)cc2)C(=O)N(C)C1=O,2,-0.1,8,-3,i,-4,-6,-2,-1
O=C(CNC(=O)OCc1ccccc1)Nc1ccc(Br)cc1C(=O)c1ccccc1Cl,6,0.3,-4,-7,i,-3,20,-1,-3

# Full records, quoted from the list. Screens in order: PABP1 MLLE inh | MsrA inhibitor | CSN deneddyl inh | MT1-MMP act inh | Rpn11 block | E coli Lon inh | FAS TE block | Rin1 Abl inh | bovine MsrA act
# Cc1cccc(-n2c(-c3ccco3)nc3ccccc3c2=O)n1 as listed: 4 | 1.3 | 3 | 1 | i | 6 | -4 | 2 | -4
# O=C(CNC(=O)OCc1ccccc1)Nc1ccc(Br)cc1C(=O)c1ccccc1Cl as listed: 6 | 0.3 | -4 | -7 | i | -3 | 20 | -1 | -3

# Further structures follow:
SMILES,PABP1 MLLE inh,MsrA inhibitor,CSN deneddyl inh,MT1-MMP act inh,Rpn11 block,E coli Lon inh,FAS TE block,Rin1 Abl inh,bovine MsrA act
CCOC(=O)CC(SP1(=S)OCC2(CCCCC2)CO1)C(=O)OCC (centres undefined),-36,0.1,0,3,i,-11,15,1,-3
Cn1c(O)c(C=NCCOc2ccc(Cl)cc2)c(=O)n(C)c1=O,1,-1.7,5,-4,i,-6,7,1,-8
CCCCn1c(O)c(C=NCCCN(CC)CC)c(=O)[nH]c1=O,-4,0.4,1,-4,i,-7,-2,2,-2
Cc1ccc(N2C(=O)NC(=O)/C(=C/c3cnc(-c4ccccc4)nc3)C2=O)cc1C,-2,1.2,9,-21,i,-55,-11,1,-3
CC1(C)CN=C(Nc2ccc(F)c(F)c2)S1,-6,1.1,4,0,i,-3,-1,1,-3
Cc1cc(=O)oc2c(C)c(OCC(=O)N3CCC(C(=O)O)(c4ccccc4)CC3)ccc12,-6,2.6,2,0,i,2,-6,-2,-9
CC(C#N)CCC#N (centres undefined),5,0.3,5,1,i,-2,-6,1,-3
CCN(CC)C(=O)c1ccc(NC(=O)c2ccc3c(c2)NC(=O)CS3)cc1,-9,0.3,1,0,i,-7,-7,2,-10
O=C(NCC1=C(c2cccc3ccccc23)C[C@@H]2CC[C@H]1N2Cc1ccco1)c1cccs1,-3,0.5,5,-6,i,-5,11,-2,1
Cc1cc(OCCCC(=O)NCc2cccs2)ccc1Cl,0,0.1,3,2,i,7,6,-2,-2
O=C1C2CCCN2C(c2ccc(Cl)c(Cl)c2)N1c1ccccn1 (centres undefined),3,0.7,0,2,i,6,4,5,-1
Cc1ccccc1NC1(C#N)CCCCC1,7,1.7,1,2,i,7,-3,2,-3
O=C(COc1ccccc1)NCCc1cnc[nH]1,14,-0.1,0,2,i,-2,-1,3,-4
CN(C)C(=O)Oc1ccc2ccccc2c1Cl,1,1.3,-5,9,i,0,-3,-5,-1
CC(C)(C)n1nnnc1C(c1ccccc1)N1CCC2(CC1)C(=O)NCN2c1ccccc1 (centres undefined),6,-0.2,0,0,i,-3,-2,4,0
Cc1ccsc1C(=O)C1CCCN(Cc2cn(C)nc2C)C1 (centres undefined),5,1.2,1,1,i,-3,-8,5,-7
COc1cccc(CN2CCN(C(=O)Cc3ccccc3OC)CC2)c1,11,-1.0,2,2,i,-4,-5,-2,-6
N[C@H](CO)Cc1ccccc1,9,2.0,4,2,i,2,5,1,-1
COC(=O)C1=C(c2ccc(-c3ccccc3)c(F)c2)C[C@@H]2CC[C@H]1N2C(=O)NCc1cc(C)oc1C(F)(F)F,-3,1.3,1,-13,i,0,34,0,-2
CCCCNC(=O)c1c(N)n(CCCOC)c2nc3ccccc3nc12,6,0.7,25,-11,i,1,12,0,-1
Cc1ccc(C)c(OCc2cc(C(=O)N3C[C@H]4C[C@@H](C3)c3cccc(=O)n3C4)no2)c1,0,-0.2,-2,-6,i,-4,1,-1,-6
O=C(NC1CCCCC1)N1Cc2cc(-c3ccccc3)ccc2-n2nncc2C1,3,-0.8,-1,6,i,0,23,3,-2
O=c1c2cc(Cl)cc(Cl)c2nc(CN2CCOCC2)n1-c1ccccc1F,-12,0.6,1,0,i,-1,10,-1,-1
CC1=Nc2ccccc2/C1=C/c1c(O)[nH]c(=O)[nH]c1=O,-4,-0.2,5,-8,i,-19,-4,5,-1
CC12CC(O)C3C(CCC4=CC(=O)CCC43C)C1CCC2=O (centres undefined),6,0.7,0,3,i,-9,-1,0,-2
O=C(CCc1nnc2ccc(NCc3ccc(F)cc3)nn12)N1CCC2(CC1)OCCO2,-7,0.1,-1,1,i,12,-4,1,-2

# Screening data deposited in PubChem BioAssay by several laboratories.
